HTRA1 inh – HTRA1 serine protease inhibitors, primary screen, biochemical, fluorescence polarization, HTS; 340,000 tested, 0.5% active; recombinant HTRA1, FP-rhodamine activity-based probe; AID 504803, 2011; inhibition, % at 5.96 µM; in the data active = inhibition above about 36%;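 note: 0% = enzyme with DMSO and 100% = wells lacking enzyme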
Target sequence (Q92743 whole entry, looked up): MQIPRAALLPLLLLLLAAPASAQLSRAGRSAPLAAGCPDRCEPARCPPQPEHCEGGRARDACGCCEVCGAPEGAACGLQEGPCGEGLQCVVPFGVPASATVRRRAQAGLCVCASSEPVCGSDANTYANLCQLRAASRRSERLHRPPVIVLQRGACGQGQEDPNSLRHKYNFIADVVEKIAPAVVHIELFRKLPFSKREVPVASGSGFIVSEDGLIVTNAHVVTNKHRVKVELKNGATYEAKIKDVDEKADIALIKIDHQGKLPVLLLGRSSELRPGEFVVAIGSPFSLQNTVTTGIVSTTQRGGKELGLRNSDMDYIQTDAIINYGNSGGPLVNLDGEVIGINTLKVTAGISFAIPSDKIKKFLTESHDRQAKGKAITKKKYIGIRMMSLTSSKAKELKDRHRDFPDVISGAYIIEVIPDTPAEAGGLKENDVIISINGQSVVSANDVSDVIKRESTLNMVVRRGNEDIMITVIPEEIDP
ARFGAP1 inh – inhibitors of rat ARFGAP1 GAP activity, primary screen, biochemical, fluorescence polarization, GDP tracer; AID 651572, 2012; inhibition, % at 16.5 µM; ADP-ribosylation factor GTPase-activating protein 1 (Rattus norvegicus), Q62848; 360,000 tested, 0.26% active; Arfgap1-stimulated ARF1 GTP hydrolysis, GDP FP detection;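 active = inhibition above a per-plate limit, mean inhibition of low control wells plus 3 SD, cut at about 25% in these data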;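 note: 0% = DMSO wells with enzyme and 100% = wells lacking Arfgap1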
Target sequence (Q62848 1-136 limits assumed): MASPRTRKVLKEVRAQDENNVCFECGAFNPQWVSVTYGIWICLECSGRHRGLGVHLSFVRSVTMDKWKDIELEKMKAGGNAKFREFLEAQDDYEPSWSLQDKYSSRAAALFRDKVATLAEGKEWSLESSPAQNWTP
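Material: rat Arfgap1 catalytic domain, aa 1-136; also added: human ARF1(Δ1-17)-GTP substrate; compound dosing: one concentration, 16.5 µM, DMSO 1.26%; incubation: GTP hydrolysis reaction 2 h at 25 °C; measured by: Tracer-displacement fluorescence polarization with EDTA stop, 620/688 nm; evaluation: % inhibition from polarization; repeats: one replicate per compound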
ABHD4 inh – ABHD4 inhibitors, primary screen, biochemical, fluorescence polarization, mouse | (Lyso)-N-acylphosphatidylethanolamine lipase (Mus musculus), Q8VD66 | purified mABHD4, FP-Rh probe fluorescence polarization | inhibition, % at 8.92 µM | 370,000 tested, 0.54% active | AID 720543, 2013;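 active = inhibition exceeding the mean over every tested compound plus 3 SD, cut at about 30% in these data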;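 note: 0% = plate median of compound wells and 100% = S159A mutant with DMSO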
Target sequence (Q8VD66 whole entry, looked up): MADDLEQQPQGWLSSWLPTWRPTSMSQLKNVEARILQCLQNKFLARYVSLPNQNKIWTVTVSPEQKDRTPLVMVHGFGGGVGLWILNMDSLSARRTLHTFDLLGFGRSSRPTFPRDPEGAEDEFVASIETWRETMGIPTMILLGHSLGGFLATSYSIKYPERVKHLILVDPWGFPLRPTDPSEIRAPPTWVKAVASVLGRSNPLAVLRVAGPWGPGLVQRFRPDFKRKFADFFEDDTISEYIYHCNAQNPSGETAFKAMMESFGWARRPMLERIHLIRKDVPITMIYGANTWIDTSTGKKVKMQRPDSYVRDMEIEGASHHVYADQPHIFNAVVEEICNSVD
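Doses – 8.92 µM, single dose · Material – wild-type mouse ABHD4 protein · Replication – single well per compound (singlicate) · Measure – percent inhibition of probe binding, normalized to plate controls · Schedule – 45 min compound pre-incubation plus 60 min probe step, 25 °C · Detection – fluorescence polarization with parallel and perpendicular emission, 525/598 nm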
ASAP1 GAP inh – inhibitors of human ASAP1 ArfGAP activity, primary screen, biochemical, fluorescence polarization; AID 624377, 2012; inhibition, % at 16.5 µM; Arf-GAP with SH3 domain, ANK repeat and PH domain-containing protein 1 (Homo sapiens), …; ASAP1-stimulated ARF1 GTP hydrolysis, GDP FP detection; 360,000 tested, 0.19% active; in the data active = inhibition above about 25%;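 note: 0% = vehicle with enzyme and substrate and 100% = no enzyme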
SMARCA2 activ – SMARCA2 (BRM) function activators, primary screen, cell-based, luminescence, high throughput; 370,000 tested, 1% active; AID 652017, 2013; MG213 cells, MMTV-luciferase reporter, dexamethasone, overnight; activation, % at 9.1 µM; in the data active = activation above about 7.8%;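 note: 0% = vehicle wells and 100% = reference activator wells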
NR1D1 modulator – modulators of Rev-erb alpha DNA binding, primary screen, biochemical, FITC-DNA, fluorescence polarization, uHTS; Rev-erbα–FITC-DNA binding, 90 min; activity, % at 10 µM; 370,000 tested, 0.79% active; AID 1259318, 2017;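 active = activity above about 14%, limit read from the data; passing the limit was not always enough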;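 note: 0% = DMSO wells with 35 nM protein and 100% = DMSO wells with 750 nM protein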
rCAG RNA binder – binders of r(CAG) RNA repeats, primary screen, biochemical, fluorescence | AID 651821, 2012 | inhibition, % at 3 µM | r(CAG) RNA repeat, TO-PRO-1 dye displacement fluorescence | 370,000 tested, 1.3% active;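 active = inhibition above the plate cutoff, the mean of all test compounds on that plate plus 3 SD, cut at about 35% in these data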;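 note: 0% = DMSO alone and 100% = 100 µM mitoxantrone as full dye displacement; higher means more dye released from RNA so lower well fluorescence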
PG9 binder – binders of HIV-1 gp120 antibody PG9, primary screen, biochemical, TR-FRET | HIV-1 gp120 / PG9 antibody interaction | TR-FRET gp120-PG9 antibody binding | 360,000 tested, 0.43% active | inhibition, % at 6.7 µM; in the data active = inhibition above about 8.5%
NPR2 activator – human GC-B receptor activators, primary screen, HEK293 GC-B cells, cGMP TR-FRET, EC30 CNP; Atrial natriuretic peptide receptor 2 (Homo sapiens), P20594; 0% at EC30 CNP, 100% saturating CNP; activation, % at 10 µM; 370,000 tested, 0.11% active;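 active = activation at 10 µM reaching about 35% in either raw or pattern-adjusted values, limit read from the data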
NPR1 activator – GC-A stimulated cGMP production enhancers – HEK293 GC-A cells, cGMP TR-FRET, EC30 ANP, primary screen. 0% at EC30 ANP, 100% saturating ANP. activation, % at 10 µM. 370,000 tested, 0.14% active; in the data active = activation above about 40%
* = called active by the depositor; . = no result given.

Fields: HTRA1 inh | ARFGAP1 inh | ABHD4 inh | ASAP1 GAP inh | SMARCA2 activ | NR1D1 modulator | rCAG RNA binder | PG9 binder | NPR2 activator | NPR1 activator
1: Cc1ccc(C(=O)Nc2cccnc2N2CCN(C)CC2)cc1
    8 | -5 | 1 | -5 | 1 | -3 | -3 | -0.8 | -5 | 2
2: CN(Cc1c(F)cccc1Cl)C(=O)c1cc2ccccc2o1
    -9 | -9 | -5 | 1 | -1 | 5 | -4 | -0.5 | 8 | -1
3: COc1cccc(NC(=O)CN(C)C(=O)C2CC(=O)N(CCc3ccc(OC)c(OC)c3)C2)c1 (centres undefined)
    -2 | -10 | 2 | -19 | -2 | 1 | 8 | 0.3 | 0 | 0
4: O=C(/C=C/c1cccs1)NC(=S)Nc1ccccc1
    -16 | 8 | 4 | -3 | 3 | -1 | 1 | -0.8 | 0 | 4
5: CCCC(C)NC(=O)COC(=O)c1cc(Br)c(Br)s1 (centres undefined)
    7 | 2 | 4 | 6 | 4 | 6 | -3 | 0.0 | -7 | 0
6: CC(=O)Nc1ccc(NC(=O)C2CCCN(S(=O)(=O)c3ccc(Cl)cc3)C2)cc1 (centres undefined)
    9 | 7 | 0 | -6 | -3 | -5 | -1 | -1.1 | -5 | -6
7: NC(=O)CC(c1ccccc1)c1ccco1 (centres undefined)
    12 | 4 | 5 | -6 | -3 | 3 | -1 | 4.3 | 2 | -2
8: Cc1ccc(OCC(O)CN2CCN(CC(O)COc3ccc(C)cc3Cl)CC2)c(Cl)c1 (centres undefined)
    2 | -2 | -1 | 7 | 2 | 7 | -1 | -0.3 | -10 | -1
9: CN1CCN(S(=O)(=O)c2ccc(NCc3ccc4c(c3)OCO4)nc2)CC1
    2 | 8 | -5 | 11 | -1 | -2 | 1 | -0.7 | -1 | 4
10: O=Cc1ccc(OCc2ccccn2)cc1
    9 | 1 | 2 | 3 | 1 | -3 | 0 | -0.3 | 5 | 2
11: O=C1CCN(CCc2ccccc2)CCN1[C@H](CSc1ccccc1)Cc1ccccc1
    -26 | 8 | -5 | 0 | -1 | 0 | -8 | -0.7 | -5 | -6
12: COc1cccc2c1O/C(=N\O)C(C(=O)Nc1ccc(C)cc1)C2 (centres undefined)
    2 | -5 | -6 | 0 | -2 | 1 | -3 | -0.6 | 3 | 0
13: O=C1c2cccnc2C(=O)N1CO
    -6 | -1 | 12 | 4 | 0 | 0 | 0 | 3.8 | -1 | 0
14: Cc1ccc(C)c(Nc2nc(-c3ccncc3)nc3ccccc23)c1
    -49 | 1 | -9 | 6 | -2 | -6 | 2 | -1.1 | 10 | -10
15: Oc1ccc(CNc2ccc(C(F)(F)F)cc2F)c2cccnc12
    . | . | 1 | . | . | 2 | . | . | 0 | 1
16: CC(C)c1ccc(-c2noc(C3CCCN(S(C)(=O)=O)C3)n2)cc1 (centres undefined)
    -6 | 4 | 3 | 5 | 3 | 1 | -6 | -0.9 | -1 | 2
17: CC(C)(C)NC(=O)CSc1nc2ccccc2n1-c1ccccc1
    -7 | 7 | -2 | -10 | -2 | -4 | 0 | -2.9 | -6 | -5
18: CCC(c1nnnn1C(C)(C)CC)N(CCN1CCOCC1)Cc1cc2cc(C)ccc2[nH]c1=O (centres undefined)
    -3 | 14 | 0 | -4 | 1 | -3 | 2 | 1.6 | -8 | -9
19: O=C(Nc1ccc(Cl)cc1)c1ccc(-n2cccn2)c([N+](=O)[O-])c1
    -35 | 4 | 5 | 16 | -2 | -3 | -2 | 2.4 | 0 | 1
20: CCOC(=O)Nc1cccnc1Sc1ccc(Cl)cc1
    -3 | -8 | 2 | 7 | -2 | 1 | -5 | -0.8 | -1 | 10
21: CCOC(=O)N1CCN(C(=O)CS(=O)(=O)Cc2nc(-c3cccc(OC)c3)oc2C)CC1
    0 | -7 | -4 | 3 | 2 | -1 | -6 | -1.3 | 2 | -2
22: COC(=O)[C@@]12C[C@@H](CC(=O)NCCCCc3ccccc3)C(=O)N(Cc3cccc4ccccc34)C1=CCC(C)(C)C2
    . | -3 | -8 | 0 | -1 | 5 | 10 | -0.6 | 4 | -1
23: FC(F)(F)c1cccc(NC(=S)NCCc2ccccn2)c1
    1 | 4 | -2 | 8 | 0 | 3 | -3 | -0.9 | 3 | 1
24: CCN(CC)S(=O)(=O)c1ccc2c(c1)N(CC(=O)NCCCN1CC(C)CC(C)C1)C(=O)CO2 (centres undefined)
    6 | -3 | -1 | -14 | -2 | -1 | -6 | -3.0 | 0 | -1
25: CC(C(=O)c1ccccc1)n1c(N2CCOCC2)nc2c1c(=O)n(C)c(=O)n2C (centres undefined)
    -3 | -2 | 7 | -1 | -1 | 3 | -2 | 0.4 | 6 | 2
26: COc1ccc2cc(C)c3nnc(SCC(=O)Nc4nc(-c5ccc(F)cc5)cs4)n3c2c1
    4 | -16 | 4 | 5 | 1 | -17 | 1 | -0.3 | -3 | 2
27: COC(=O)c1c(C)c[nH]c1C
    -3 | -6 | -3 | -10 | 0 | -5 | -2 | 0.3 | -10 | 6
28: O=[N+]([O-])c1ccc(N2CCCCC2)nc1N1CCCCC1
    -8 | -6 | 8 | -2 | -3 | -2 | -8 | -2.7 | -5 | 2
29: CC(C)c1nnc(SCC(=O)NC(C)(C)C)n1C
    -5 | 2 | 1 | -3 | -2 | -4 | -2 | -4.1 | 2 | 5
30: O=C(NCCc1c[nH]c2ccccc12)OCc1cn(Cc2ccc(F)cc2F)nn1
    . | . | -3 | . | -2 | -2 | 2 | . | 2 | 0

Entries of single compounds, quoted from the list. Order of values: HTRA1 inh	ARFGAP1 inh	ABHD4 inh	ASAP1 GAP inh	SMARCA2 activ	NR1D1 modulator	rCAG RNA binder	PG9 binder	NPR2 activator	NPR1 activator
Record of COC(=O)c1c(C)c[nH]c1C = -3	-6	-3	-10	0	-5	-2	0.3	-10	6
Record of CN1CCN(S(=O)(=O)c2ccc(NCc3ccc4c(c3)OCO4)nc2)CC1 = 2	8	-5	11	-1	-2	1	-0.7	-1	4
Record of FC(F)(F)c1cccc(NC(=S)NCCc2ccccn2)c1 = 1	4	-2	8	0	3	-3	-0.9	3	1
Record of Cc1ccc(C(=O)Nc2cccnc2N2CCN(C)CC2)cc1 = 8	-5	1	-5	1	-3	-3	-0.8	-5	2

(next part)
Fields: HTRA1 inh | ARFGAP1 inh | ABHD4 inh | ASAP1 GAP inh | SMARCA2 activ | NR1D1 modulator | rCAG RNA binder | PG9 binder | NPR2 activator | NPR1 activator
31: Cc1ccc(OCC(O)CNC(C)c2ccccc2)cc1C (centres undefined)
    -2 | 14 | 3 | 14 | -2 | 0 | -3 | -2.7 | 4 | 3
32: CC(=O)Nc1ccc2nc(CN3CCN(Cc4ccc(F)cc4)C(CCO)C3)ccc2c1 (centres undefined)
    -7 | 0 | -1 | 0 | -2 | -2 | -3 | -0.8 | -5 | 3
33: COc1ccc2oc(=O)c(C(=O)Nc3ccccc3C)cc2c1
    -12 | 1 | 7 | -21 | 4 | -2 | 9 | -0.2 | 2 | 1
34: Cc1ccc(-c2cc(C(=O)Nc3c(C)n(C)n(-c4ccccc4)c3=O)[nH]n2)c(O)c1
    2 | -5 | -2 | 11 | -3 | 6 | 15 | -0.2 | 5 | -5
35: Cc1ccccc1N(CC(=O)NC(C)(C)C)C(=O)CCC(=O)Nc1nccs1
    3 | 12 | 0 | -4 | -2 | -5 | -6 | -1.2 | 0 | -2
36: CCn1c(COc2c(C)cccc2C)nnc1SCC(=O)N1CCN(c2ccccc2)CC1
    1 | -2 | 3 | 4 | -2 | -7 | 4 | 0.8 | -6 | 1
37: Cc1cc(/C=C(\C#N)C(=O)NCc2cccs2)c(C)n1-c1ccc([N+](=O)[O-])cc1
    -4 | 1 | 6 | 0 | 1 | -4 | 0 | -1.9 | 1 | -2
38: COc1ccccc1NC(=O)CSc1nnc(-c2ccco2)n1N
    -4 | -21 | 4 | -15 | -2 | -2 | 7 | -0.5 | -1 | 0
39: COc1ccc(-c2c(C)[nH]n3c(=O)c(Cc4ccccc4)c(C)nc23)cc1OC
    1 | 9 | 1 | 4 | -4 | 1 | 0 | -1.3 | 28 | 25
40: O=C(O)/C(=C\c1cccc(F)c1)c1ccc(S(=O)(=O)N2CCCCC2)s1
    -9 | -19 | 8 | 4 | -2 | -1 | 35 | -1.3 | -4 | -3
41: N#Cc1c(NC(NC(=O)c2ccco2)C(=O)c2ccccc2)sc2c1CCCC2 (centres undefined)
    -3 | 10 | 3 | -3 | -1 | 4 | 17 | -0.5 | -4 | -5
42: COc1ccc(Cc2nc(C(=O)Nc3ccc(F)cc3)cs2)cc1
    -31 | -1 | -16 | -6 | -2 | -1 | 0 | -1.1 | 4 | 8
43: CC(=O)N1CCN(Cc2nc3cc(NC(=O)NC4CCCCC4)ccc3n2C)CC1
    4 | -2 | -3 | 5 | -5 | 1 | -5 | -0.9 | 6 | 0
44: O/N=C(/c1ccc(Cl)cc1)C1CC1c1ccccc1 (centres undefined)
    -20 | 3 | -26 | 4 | -1 | 0 | -3 | -1.0 | -2 | 0
45: CCCN1C(=O)c2ccc(C(=O)Nc3ccc4c(c3)OCO4)cc2C1=O
    3 | 3 | -3 | 3 | -1 | -3 | -4 | 0.9 | -3 | 0
46: COC(=O)c1ccccc1NC(=O)Cn1nnc(-c2ccc3c(c2)OCO3)n1
    -7 | -8 | -5 | -14 | 0 | 0 | 2 | 0.2 | -2 | -3
47: CC(=O)c1ccccc1Oc1nc(CN2CCOCC2)nc2scc(-c3cccs3)c12
    0 | 12 | -9 | -5 | -4 | 1 | -5 | -0.2 | 1 | -4
48: COc1ccc(-c2nnc(Nc3ccc(S(=O)(=O)Nc4nccs4)cc3)c3ccccc23)cc1
    -7 | -2 | -6 | -2 | -4 | -16 | 35* | 0.0 | 3 | -1
49: CCOC(=O)N1CCN(C(=O)CN(Cc2ccccc2)S(=O)(=O)c2ccc(OC)c(Cl)c2)CC1
    2 | 9 | 5 | 10 | -1 | 3 | -4 | 1.6 | -4 | 4
50: CCN1C(=O)CC(N2CCC(C(=O)N3CCCCCC3)CC2)C1=O (centres undefined)
    3 | -11 | 5 | -1 | -2 | 0 | -3 | 0.7 | 1 | -3
51: Cc1ccc(-c2nnc(SCC(=O)N(C)C)nc2-c2ccc(C)cc2)cc1
    -8 | -5 | -4 | 2 | -1 | -5 | -5 | -1.8 | -2 | -5
52: O=C(NCc1ccc(OC(F)(F)F)cc1)c1cc(-c2ccccc2)nn1CC1CC(c2cccnc2)=NO1 (centres undefined)
    -27 | 1 | -4 | 4 | -1 | -3 | 7 | -0.2 | 2 | -1

Source: PubChem (several laboratories)
